DT40 TDP1 no CPT: qHTS for Inhibitors of human tyrosyl-DNA phosphodiesterase 1 (TDP1): qHTS in cells in absence of CPT; DT40 Tdp1-/- hTDP1 cells, no CPT, ATP luminescence, 48 h; Potency, µM (highest dose often 46.2 µM), without a hit: at the highest dose activity change, negative = growth inhibition, usual class: inhibitors; hit rate 15% among 420,000; AID 686978, 2013; further: nearly all actives have a fitted effect of over 55% in size
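Growth of hTDP1-complemented DT40 Tdp1-knockout cells is measured by ATP luminescence after at least 48 hr compound exposure at 37 °C, with DMSO substituting for the 20 nM CPT used in the parallel screen.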
DT40 TDP1 CPT: growth inhibition of DT40 Tdp1-/-;hTDP1 cells with camptothecin (screen for TDP1 inhibitors); chicken DT40 Tdp1-/-;hTDP1 cells + 20 nM CPT, ATP luminescence, 48 h; Potency, µM (doses to about 46.2 µM), for the others: top-dose activity change, negative = growth inhibition, actives largely listed as inhibitors; hit rate 12% among 420,000; AID 686979; further: nearly all actives have a fitted effect of over 55% in size
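Cell growth measured by CellTiter-Glo luminescence after a minimum 48 h, 37 C compound exposure with 20 nM CPT in Tdp1-knockout DT40 cells stably expressing hTDP1, seeded 400/well; qHTS titration format.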
TDP1 inh: TDP1 (human) enzyme inhibition | Q9NUW8 | recombinant TDP1, AlphaScreen DNA substrate cleavage | Potency, µM (titrated, usually from 130 µM), for inactives: top-dose activity change, negative = inhibition, most hits filed as inhibitors | hit rate 0.28% among 350,000 | AID 485290; further: nearly all actives have a fitted effect of over 40% in size
Target sequence (Q9NUW8 whole entry, looked up): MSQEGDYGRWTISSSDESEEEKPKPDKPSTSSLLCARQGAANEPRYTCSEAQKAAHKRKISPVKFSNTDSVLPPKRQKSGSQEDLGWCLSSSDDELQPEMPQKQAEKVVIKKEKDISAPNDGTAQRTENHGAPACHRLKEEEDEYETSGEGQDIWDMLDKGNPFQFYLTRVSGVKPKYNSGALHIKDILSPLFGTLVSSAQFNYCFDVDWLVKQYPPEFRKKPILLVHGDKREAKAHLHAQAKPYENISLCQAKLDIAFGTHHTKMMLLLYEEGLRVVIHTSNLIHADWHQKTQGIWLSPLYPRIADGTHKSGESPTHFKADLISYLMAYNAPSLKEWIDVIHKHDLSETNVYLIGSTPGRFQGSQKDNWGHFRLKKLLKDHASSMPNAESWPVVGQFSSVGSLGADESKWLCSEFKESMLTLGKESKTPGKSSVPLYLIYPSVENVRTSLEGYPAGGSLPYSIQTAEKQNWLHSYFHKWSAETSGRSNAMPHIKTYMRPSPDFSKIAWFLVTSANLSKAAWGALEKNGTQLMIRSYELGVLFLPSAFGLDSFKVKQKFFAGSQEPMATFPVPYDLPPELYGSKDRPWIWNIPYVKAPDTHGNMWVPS
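Signal: AlphaScreen proximity between streptavidin donor and anti-FITC acceptor beads on intact substrate. Reaction: Tdp1 1 nM, substrate 15 nM final, 5 min RT after 15 min compound preincubation.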
Active calls of the source: *; ? = inconclusive; . = not tested or not shown; & = joins results of further samples; [ ] = remark or other dose. The call rests on the fitted dose curve; in most records, active means well fitted curve in the direction sought with a large enough effect; inconclusive means small, poorly fitted or top-dose-only effect, or another doubt; inactive means no such curve, though single readings can be large; an effect the other way counts as inactive or inconclusive. On the % scale 0 is the no-effect control and ±100 the full control effect; potency means the concentration at half of the fitted maximal effect.

The line under a structure holds: DT40 TDP1 no CPT | TDP1 inh | DT40 TDP1 CPT
Cc1ccc(C(=O)NC(NC(=S)Nc2ccc(S(N)(=O)=O)cc2)C(Cl)(Cl)Cl)cc1 (stereo not given)
    ? | 5.4% | ?
Cc1ccc(-c2nc3c(c(=O)[nH]c(=O)n3Cc3ccccc3)n2C)o1
    -6.4% | 39.8µM* | -25.9%
CCOC(=O)c1c(S(=O)(=O)NC2CCN(C(=O)OCC)CC2)c(C)n(C)c1C
    ? | 0.2% | -16.4%
CN(C)c1ccc(Nc2ncnc3c2c(-c2ccccc2)cn3-c2cccc(Cl)c2)cc1
    ? | 13.0% | -15.3%
CCCN(C)C1CN(Cc2cn(Cc3ccccc3)nn2)S(=O)(=O)C1 (stereo not given)
    -13.0% | . | -2.4%
CCCN(CCC)CCCNC(=O)c1cn(-c2ccc(OC)cc2)c(=O)c2ccccc12
    22.3% | . | 1.2%
COc1ccc(-c2cc3nc(-c4ccc(Br)cc4)cc(C(F)(F)F)n3n2)cc1
    -0.7% | . | 5.5%
COc1cccc(NC(=O)COC(=O)C2CC3CCCC(C2)C3=O)c1 (stereo not given)
    -21.8% | 0.8% | -11.8%
CCC(=O)N1CCc2cc(S(=O)(=O)NC(Cc3ccccc3)C(=O)O)ccc21 (stereo not given)
    18.9%&-1.3% | 0.8%&3.8% | -7.7%&-10.7%
O=C(Cn1ccc2ccccc2c1=O)N1CCN(c2cccc(Cl)c2)CC1
    ? | 4.0% | -13.3%
Cc1ccnc2nc(C(=O)Nc3nnc(-c4ccc(Cl)cc4)o3)nn12
    1.1% | . | 16.1%
CC(O)c1cc2c(cc1NC(=O)c1cnn3c1NC(c1ccco1)CC3C(F)(F)F)OCO2 (stereo not given)
    -9.1% | 7.6% | 2.2%
c1ccc(CSc2nnnn2-c2ccc3c(c2)OCCO3)nc1
    -20.8% | 2.1% | -24.8%
COc1ccc(CNC(=O)C(c2ccco2)N(C(=O)c2snc(C(N)=O)c2N)c2ccccc2OC)cc1 (stereo not given)
    ? | . | 0.5%
O=C(NCCc1nc2ccccc2[nH]1)c1ccc(Br)o1
    -6.9% | 6.4%[0.0935 µM] | 1.1%
O=C(CSc1nc2ccccc2c(=O)[nH]1)Nc1ccccc1C(F)(F)F
    ? | 1.7% | ?
O=c1oc2ccc3ccccc3c2cc1-c1nnc(Nc2cccc(C(F)(F)F)c2)s1
    -4.2% | -2.2%[12.3 µM] | -14.0%
COC(=O)c1sccc1NC(=O)/C=C/c1c(Cl)cccc1Cl
    ? | 2.9% | ?
C=CCN1C(c2ccc(OCC)cc2)=CS/C1=C(\C#N)c1nnc2n1CCCCC2
    29.1µM* | 5.6% | ?
CC(CNC(=O)c1ccc(CSc2nc3ccncc3n2Cc2ccccc2)cc1)c1ccccc1 (stereo not given)
    ? | 5.1% | ?
CN(C)C(=O)/C(=C\c1ccc(-c2cccc([N+](=O)[O-])c2)o1)NC(=O)c1ccccc1
    16.4µM* | 10.8% | 14.6µM*
O=C(O)CCC(=O)N1CCCC1
    -4.8% | 0.0% | 7.0%
Cc1ccc(NC(=O)CN2C(=O)CCn3nc(-c4cccn4C)cc32)c(Cl)c1
    ? | 11.2% | ?
Cc1nn(-c2ccc(N3CCCCC3)nn2)c(C)c1CCC(=O)Nc1cccc(F)c1
    20.6µM* | -2.6%&7.1% | ?
CC(C)OC(=O)/C(C#N)=C/c1cn(C)c2ccccc12
    -14.4% | 0.0% | 2.8%
COc1ccc(CC(=O)NCc2n[nH]c(=S)n2-c2ccccc2)cc1
    2.9% | -2.5% | -3.7%
CCOC(=O)CNC(=O)CSc1nnc(-c2cccc(OC)c2)n1CC
    -7.0% | -5.7% | -11.8%
Nc1nnn(-c2ccccc2)c1-c1ccccc1
    -0.7% | . | 19.9%
CCOC(=O)CN1C(=O)N[C@@H](c2ccccc2)[C@H](C(C)=O)[C@H]1C
    17.0% | 3.2%[12.3 µM] | 0.9%
CN(CCO)c1ncnc2c1sc1nc(N3CCOCC3)c3c(c12)CCC3
    20.6µM* | 3.8% | 13µM*
CC(C)C1C(=O)N(Cc2cn(CCC3OCCO3)nn2)CCS(=O)(=O)N1Cc1ccc(-c2ccccc2C(F)(F)F)cc1 (stereo not given)
    25.9µM* | . | 13µM*
Cc1ccc(-c2nnc(/C=C/c3ccccc3)o2)cc1
    1.1% | 0.0% | -4.8%
COCCNC(=O)CCC1CCN(Cc2cccc(-c3ccc(C)o3)c2)CC1
    -1.2% | . | -14.3%
CCCOC(=O)c1ccc(NC(=O)C(=O)NCCN(CC)CC)cc1
    -20.3% | -7.6% | -18.7%
O=C(O)c1ccc2c(c1)C(=O)N(NC(=O)c1ccc(O)cc1)C2=O
    -0.8% | 5.4% | -13.6%
O=C1CCN(C(=O)Nc2ccccc2Cl)N1
    -4.4% | 11.2% | ?
COc1ccc(-c2onc(C)c2C)cc1S(=O)(=O)Nc1ccc(OC(F)(F)F)cc1
    ? | 2.6% | ?
COC(=O)c1cc2oc3ccccc3c2n1CC(=O)Nc1ccc(C)cc1Cl
    -15.8% | 1.0% | -18.7%
COc1ccc(-c2cc(C(C)=O)c(C)n2CCC(=O)Nc2cc(Cl)ccc2C)cc1
    18.4µM* | 2.8% | 20.6µM*
CC(C)NC(=O)Nc1ccc2c(c1)C(=O)N([C@H](C)CO)C[C@H](C)[C@@H](CN(C)Cc1ccc(C(F)(F)F)cc1)OCCCC[C@H](C)O2
    ? | . | 20.6µM*
CC(C)CCSc1nnc(Cn2c(=O)sc3ccccc32)n1C
    ? | 0.0% | ?
CCN(CC(=O)Nc1ccccc1C(F)(F)F)C(=O)/C=C/c1ccc(Cl)c([N+](=O)[O-])c1
    -3.0% | -9.1% | -5.3%
CC1CCc2onc(C(=O)N3CCN(c4cccc(C(F)(F)F)c4)CC3)c2C1 (stereo not given)
    ? | -4.2% | ?
O=S(=O)(Nc1cccc(-c2ccc(N3CCCC3)nn2)c1)c1ccccc1C(F)(F)F
    -10.6% | 6.5% | 2.6%
COc1ccc(OC)c(CNC(=O)C2CCC(=O)N(CCCN3CCCC3=O)C2)c1 (stereo not given)
    -0.7% | 3.0% | ?
CCCCOCCCNC(=O)C[C@@H]1C[C@@]2(C(=O)OC)CC(C)(C)CC=C2N(Cc2ccccc2)C1=O
    ? | . | 20.6µM*
CC(C)c1ccc(NC(=O)Cn2nnc(C(=O)NCc3ccc(Cl)cc3)c2N)cc1
    0.1% | 4.2% | -2.8%
O=C(COCc1cc(-c2ccc3c(c2)OCO3)on1)Nc1cc(C(F)(F)F)ccc1Cl
    ? | -1.2% | ?
O=C(CCC(=O)c1ccc(Oc2ccccc2)cc1)Nc1ccc(C(=O)O)cc1
    -2.7% | -18.7% | 1.6%
CN1CCC(OC(=O)c2ccco2)CC1
    -0.5% | -2.4% | 5.2%
Cn1ncc2c(Nc3ccc(Cl)c(Cl)c3)ncnc21
    ? | 0.0% | ?
CC1CCCN(CCCN2C(=O)C3C(C(=O)Nc4ccc(Cl)cc4)C4C=CC3(O4)C2C(=O)NC2CCCCC2)C1 (stereo not given)
    -4.5% | 3.6% | 11.9%
COc1cccc(NS(=O)(=O)NC(=O)c2c[nH]c3ccccc23)c1
    -0.6% | 5.1% | -5.1%
O=C(Nc1ccc2c(c1)OCO2)c1ccc(Cl)cc1Cl
    -3.5% | 4.6% | -10.6%
Clc1ccc(-c2n[nH]c3c2CCC3)cc1Cl
    ? | 1.9% | -4.9%
Cc1cc(/C=C2\SC(=S)N(C)C2=O)c(C)n1-c1ccc(O)cc1
    ? | . | ?
CCO/N=C(/C)c1c(O)cc(-c2ccccc2)n(-c2ccccc2)c1=O
    -24.7% | -5.9% | 0.4%
Cc1ccccc1N(C(=O)c1snc(C(N)=O)c1N)C(C(=O)NCc1ccccc1)c1ccc(O)cc1 (stereo not given)
    25.9µM* | . | 23.1µM*
O=C(Nc1ccc(F)c(F)c1)c1ccc(=O)n(Cc2ccc(F)cc2)c1
    ? | 5.5% | ?
CCc1ccccc1NC(=O)c1oc(=O)c2ccccc2c1-c1ccccc1
    ? | 9.3% | ?

Next entries follow.
The line under a structure holds: DT40 TDP1 no CPT | TDP1 inh | DT40 TDP1 CPT
O=C(Nc1ccc(-c2nc3ccccc3o2)cc1)c1ccc(N2CCOCC2)c([N+](=O)[O-])c1
    4.61µM* | 0.0% | 7.31µM*
N[C@@H](Cc1ccccc1)C(=O)N1CCOCC1
    14.3% | 1.0% | 4.4%
C[C@H](CO)N1C[C@H](C)[C@@H](CN(C)Cc2ccccc2)Oc2c(NS(=O)(=O)c3ccc(F)cc3)cccc2C1=O
    -5.4% | 0.1% | -0.3%
Cc1c(C)c2c(c(C)c1OC(=O)CCC(=O)O)CC[C@@](C)(CCC[C@H](C)CCC[C@H](C)CCCC(C)C)O2
    ? | . | 0.8%
CN(CC(=O)NCCN1CCOCC1)S(=O)(=O)c1ccc(F)cc1
    5.8% | 4.7% | -5.4%
O=C(CN(C(=O)c1csnn1)c1cccc(C(F)(F)F)c1)NC1CCCC1
    -10.6% | . | 6.0%
CCOc1ccccc1NC(=S)Nc1ccc(S(N)(=O)=O)cc1
    -19.0% | 1.2% | 7.3%
CCc1ccccc1NC(=O)NC1CC2CCC(C1)N2Cc1cccs1 (stereo not given)
    -26.4% | 0.0% | ?
Cc1ccc(-c2ccc(CN3C(C)C(=O)N(Cc4cn(CCC5OCCO5)nn4)CCS3(=O)=O)cc2)cc1 (stereo not given)
    ? | . | 16.4µM*
C[C@H]1CN([C@@H](C)CO)C(=O)CCCn2nncc2CO[C@H]1CN(C)S(=O)(=O)c1ccc(Cl)cc1
    -27.1% | . | -26.4%
CC(=O)N1CCc2c(sc3nc(SCC(C)C)n(-c4ccc(F)c(Cl)c4)c(=O)c23)C1
    ? | 0.9% | ?
CCN1CCN(CCCNC(=O)c2cnn(-c3ccc(C)cc3C)c2C2CCN(C(=O)OC(C)(C)C)CC2)CC1
    20.6µM* | 2.1% | ?
COc1ccccc1-c1cc(-c2ccccc2)nc(SCC(=O)O)c1C#N
    0.9% | 5.7% | ?
CCOc1ccc(NC(=O)CSc2ncn[nH]2)cc1
    8.9%&1.0% | 1.3% | -4.4%&-0.1%
CN(C)c1ccc(-c2ccnc3c2CC(C)(C(=O)Nc2ccccc2)O3)cc1 (stereo not given)
    -22.3% | . | 3.0%
COc1ccc(N2C(=O)CC(c3ccccc3)CC2=O)cc1
    -12.3% | 1.7% | -2.7%
CC1(C)C(O)=C(c2nc3ccccc3[nH]2)C(=N)N1c1ccccc1
    ? | 11.3% | ?
Nc1nnc(SCC(=O)Nc2nnc(-c3ccccc3)o2)s1
    -4.1% | 7.9% | 1.4%
CCOC(=O)c1[nH]c(C)c(C(=O)OCc2ccc(C)cc2)c1C
    -20.1% | -5.7%[0.0935 µM] | -11.6%
NCCOB(c1ccccc1)c1ccccc1
    16.4µM* | ? | ?

Three records picked at random from those above, as already listed:
The line under a structure holds: DT40 TDP1 no CPT | TDP1 inh | DT40 TDP1 CPT
COc1ccc(N2C(=O)CC(c3ccccc3)CC2=O)cc1
    -12.3% | 1.7% | -2.7%
Nc1nnc(SCC(=O)Nc2nnc(-c3ccccc3)o2)s1
    -4.1% | 7.9% | 1.4%
CCOc1ccccc1NC(=S)Nc1ccc(S(N)(=O)=O)cc1
    -19.0% | 1.2% | 7.3%

Structural class, the compounds so far with a nitro group on carbon
The line under a structure holds: DT40 TDP1 no CPT | TDP1 inh | DT40 TDP1 CPT
CN(C)C(=O)/C(=C\c1ccc(-c2cccc([N+](=O)[O-])c2)o1)NC(=O)c1ccccc1
    16.4µM* | 10.8% | 14.6µM*
CCN(CC(=O)Nc1ccccc1C(F)(F)F)C(=O)/C=C/c1ccc(Cl)c([N+](=O)[O-])c1
    -3.0% | -9.1% | -5.3%
O=C(Nc1ccc(-c2nc3ccccc3o2)cc1)c1ccc(N2CCOCC2)c([N+](=O)[O-])c1
    4.61µM* | 0.0% | 7.31µM*

Next section.
The line under a structure holds: DT40 TDP1 no CPT | TDP1 inh | DT40 TDP1 CPT
COc1ccc(CN2CCN(C(C)C)C(CCO)C2)cc1Cn1cncn1 (stereo not given)
    -6.6% | -2.7% | -0.8%
CC1Sc2ccc(C#N)cc2N(Cc2cccc(C(F)(F)F)c2)C1=O (stereo not given)
    ? | . | ?
O=C1CCC2=C(CCCC2=O)N1
    1.3% | 3.7% | 6.9%
COc1ccc(N(CC(=O)Nc2cccc(N(C)S(C)(=O)=O)c2)S(=O)(=O)c2ccc(C)cc2)cc1
    ? | 2.7% | ?
CC1Sc2ccc(S(=O)(=O)N3CCC(C(=O)NCC(C)c4ccccc4)CC3)cc2NC1=O (stereo not given)
    ? | 3.4% | ?
CCCCNC(=S)NCCN1CCCCC1
    -10.8% | 3.3% | -7.5%

From PubChem
